hERG WT inh = KCNH2 (human, wildtype) channel inhibition; Q12809; U2OS, BacMam KCNH2, thallium flux FluxOr; active compounds read low; hit rate 0.37% among 340,000; activity change, % at 1.84 µM;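 active = maximum activity change below -70%; inconclusive = maximum activity change between -70% and -50%; inactive = maximum activity change above -50%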; note: % is set by controls: 0 for no effect and ±100 for the full control effect
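U2OS cells transduced with wild-type KCNH2 virus are loaded with FluxOr dye for 45 min, and thallium flux is measured in kinetic reads before and after stimulation buffer. Rate constants are normalized to DMSO controls.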
BCR signal inh = inhibitors of chronic active B-cell receptor signaling. ABC-DLBCL IkBa-CBG/CBR reporter, luminescence ratio, 4 h. Potency, µM (top dose mostly 46.1 µM), without a hit: at the highest dose ratio change, negative = lower green/red ratio, hits mostly inhibitors. hit rate 0.05% among 340,000. AID 493014; active = well fitted inhibition curve with a large enough effect in the signal ratio, with a control signal flat, not every such curve was filed as active; inconclusive = small, poorly fitted or top-dose-only effect, or effect the other way, or a change in a side signal; the % refers to the signal ratio;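 note: potency is the fitted concentration of half-maximal effect; plate controls were basal doxycycline-induced cells for no effect and cells given 10 µM MG132 for full effect; MG132 reads +100%, hits lower the ratio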
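Concentration-response series (up to 46 uM) were applied to TMD8 dual-reporter cells for 4 h at 37C with doxycycline. Green/red ratio, after filter-overlap correction, defined %Activity; red signal alone was normalised to basal cells and zero luminescence.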
Mito fusion yeast = mitochondrial division inhibition or fusion activation | S. cerevisiae fusion-defective mutant growth rescue, CellTiterGlo 48 h | Potency, µM (top dose mostly 46.1 µM), inactives show at the top dose growth rescue (activation), actives largely listed as activators | hit rate 0.23% among 320,000;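 note: potency is the fitted concentration of half-maximal effect; % of control where 0% means no effect; nearly all actives have a fitted effect of over 45% in size; temperature-sensitive fusion mutants such as fzo1-1 at 37 °C on non-fermentable ethanol glycerol medium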
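Yeast fusion mutant, YPEG (non-fermentable carbon), compound, 48 h at 37C non-permissive; CellTiterGlo added, 10 min RT, luminescence read. Rescued growth = division inhibition.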
ASM inhibitor = blocks human secretory acid sphingomyelinase. Potency, µM (top dose mostly 57.5 µM), for inactives: at the highest dose activity change, negative = inhibition, usual class: inhibitors. hit rate 0.006% among 340,000. P17405. placental ASM, HMU-PC fluorogenic substrate, 60 min; note: potency is the fitted concentration of half-maximal effect
Target sequence (P17405 47-631 limits assumed): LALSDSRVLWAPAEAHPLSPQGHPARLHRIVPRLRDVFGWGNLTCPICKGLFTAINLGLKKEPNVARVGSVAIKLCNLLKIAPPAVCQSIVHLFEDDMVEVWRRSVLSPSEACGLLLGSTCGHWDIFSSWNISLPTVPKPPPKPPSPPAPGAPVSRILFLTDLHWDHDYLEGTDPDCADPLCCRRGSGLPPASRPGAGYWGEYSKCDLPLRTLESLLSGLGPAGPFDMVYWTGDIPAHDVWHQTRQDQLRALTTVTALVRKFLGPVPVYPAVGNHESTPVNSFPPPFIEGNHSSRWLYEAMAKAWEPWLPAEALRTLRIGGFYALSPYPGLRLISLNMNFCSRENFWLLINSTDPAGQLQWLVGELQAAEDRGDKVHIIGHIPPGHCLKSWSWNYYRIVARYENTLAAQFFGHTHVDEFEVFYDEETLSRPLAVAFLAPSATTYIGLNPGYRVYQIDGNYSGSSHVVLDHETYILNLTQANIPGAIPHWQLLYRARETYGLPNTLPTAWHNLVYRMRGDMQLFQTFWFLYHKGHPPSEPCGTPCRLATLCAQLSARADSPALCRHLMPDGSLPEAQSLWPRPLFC
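Fluorogenic HMU-PC substrate (9 uM final) is turned over by placental ASM in 60 min at 37 C after a 10 min compound preincubation. Reaction ended by alkaline stop (pH 10), with fluorescence read at 386/447 nm.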
Menin-MLL TR inh = displaces Texas Red mutant MLL peptide from human menin | O00255 | Menin + Texas Red MLL mutant peptide, fluorescence polarization | Potency, µM (series often up to 61.6 µM), without a hit: at the highest dose FP activity change, negative = inhibition, most hits filed as inhibitors | hit rate 0.23% among 270,000 | AID 1768; active = well fitted inhibition curve with a large enough effect in the polarisation, with a control signal flat, not every such curve was filed as active; inconclusive = small, poorly fitted or top-dose-only effect, or effect the other way, or a change in a side signal; inactive = no such curve, though single readings can be large or run the other way; the % refers to the polarisation; note: potency is the fitted concentration of half-maximal effect; % of control where 0% means no effect; many of its hits are not listed in these tables
PKM2 activator = increases activity of human pyruvate kinase M2 | purified PKM2, Kinase-Glo ATP luminescence, activation; response scale: 0% is enzyme alone, no compound | Potency, µM (series often up to 57.5 µM), for the others: at the highest dose activation, most hits filed as activators | hit rate 0.34% among 260,000; note: potency is the fitted concentration of half-maximal effect; % is set by controls: 0 for no effect and ±100 for the full control effect; nearly all actives have a fitted effect of over 55% in size
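hPK-M2, >95% pure; 0.1 mM ADP / 0.5 mM PEP final; imidazole pH7.2 buffer w/ 7 mM MgCl2, 50 mM KCl; 1 h RT; Kinase-Glo lum. Intermediate enzyme activity for dual inhibitor/activator qHTS.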
USP2a inh = inhibitors of human ubiquitin-specific protease USP2a | O75604 | USP2 core, Ub-CHOP2 coupled fluorogenic reporter, 485/531 | Potency, µM (series often up to 38.3 µM), without a hit: at the highest dose activity change, negative = inhibition, most hits filed as inhibitors | hit rate 0.01% among 330,000 | AID 463254;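 note: potency is the fitted concentration of half-maximal effect; plate controls were DMSO wells for no effect and full inhibition by NEM control for full effect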
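USP2 core (10nM final) preincubated 30min RT with compound in 20mM Tris-HCl pH 8.0, 2mM CaCl2, 2mM beta-mercaptoethanol, 0.05% CHAPS; 25nM Ub-CHOP2 plus 25nM reporter substrate added, fluorescence (Ex485/Em531) read after 60min.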
MBNL1-CUG inh = inhibitors of human MBNL1 binding to CUG repeat RNA. TR-FRET MBNL1-His/biotin-(CUG)12 binding, 665/545 ratio. Q9NR56. hit rate 0.036% among 280,000. Potency, µM (doses to about 57.5 µM), inactives show at the top dose activity change, negative = inhibition, hits mostly inhibitors; active = well fitted inhibition curve with a large enough effect in the signal ratio, with a control signal flat, not every such curve was filed as active; inconclusive = small, poorly fitted or top-dose-only effect, or effect the other way, or a change in a side signal; inactive = no such curve, though single readings can be large or run the other way; the % refers to the signal ratio; note: potency is the fitted concentration of half-maximal effect; % is set by controls: 0 for no effect and ±100 for the full control effect
Target sequence (Q9NR56 whole entry, looked up): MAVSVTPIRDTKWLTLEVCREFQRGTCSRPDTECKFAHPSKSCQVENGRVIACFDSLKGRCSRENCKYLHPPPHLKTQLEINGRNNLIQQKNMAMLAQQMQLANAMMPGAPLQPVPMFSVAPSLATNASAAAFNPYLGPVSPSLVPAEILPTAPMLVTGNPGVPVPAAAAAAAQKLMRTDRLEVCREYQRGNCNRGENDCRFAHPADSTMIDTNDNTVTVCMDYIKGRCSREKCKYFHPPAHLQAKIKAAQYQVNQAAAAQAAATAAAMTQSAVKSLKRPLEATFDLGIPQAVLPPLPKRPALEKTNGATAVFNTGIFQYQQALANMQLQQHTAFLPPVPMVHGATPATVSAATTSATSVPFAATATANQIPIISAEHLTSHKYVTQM
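TR-FRET between His-tagged MBNL1 and biotin-(CUG)12 RNA, detected with Tb anti-His antibody (0.055 ng/ul) and streptavidin-XL665 (5 nM), 60 min at room temperature. Compounds titrated 92 nM to 58 uM; 665/545 nm ratio normalized to buffer and complex controls.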
GALK inh = blocks human galactokinase activity | hit rate 0.007% among 270,000 | Potency, µM (top dose mostly 57.5 µM), for inactives: at the top dose activity change, negative = inhibition, hits mostly inhibitors | AID 1868 | Purified GALK, Kinase-Glo residual ATP luminescence; note: potency is the fitted concentration of half-maximal effect; % is set by controls: 0 for no effect and ±100 for the full control effect
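Kinase-Glo Plus luminescence measured ATP left after a 1 h room-temperature reaction. The reaction used 5 nM GALK, 100 uM galactose and 35 uM ATP at pH 8.0 (20 mM HEPES, 5 mM MgCl2, 60 mM NaCl, 1 mM DTT, 0.01% BSA).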
Eya2 phos inh = blocks the phosphatase activity of human Eya2 | O00167 | recombinant Eya2, OMFP fluorescence dephosphorylation (OMFP is methylfluorescein phosphate) | Potency, µM (doses to about 76.9 µM), for the others: at the top dose activity, negative = inhibition, actives largely listed as inhibitors | hit rate 0.006% among 330,000 | AID 488837; note: potency is the fitted concentration of half-maximal effect; % is set by controls: 0 for no effect and ±100 for the full control effect
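Eya2 (0.2 uM) preincubated 10 min at ambient with compound, then OMFP substrate added at 50 uM; 10 min reaction in 50 mM HEPES pH 7.5, 50 mM NaCl, 5 uM MgCl2, 0.05% BSA, 1 mM DTT. Fluorescence read at Ex 485/Em 525 nm.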
TSHR antag = antagonists of human thyroid stimulating hormone receptor. P16473. TSHR-expressing cells, TSH-stimulated cAMP HTRF, 2 h; active compounds read low. activity change, negative = inhibition, % at 11.5 µM. hit rate 0.2% among 330,000;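 active = activity change below a set negative limit, meaning inhibition stronger than a set level, cut at about -70% in these data; inconclusive = activity change between two set negative limits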; note: % is set by controls: 0 for no effect and ±100 for the full control effect
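Freshly harvested TSHR cells receive pin-tooled compound, then EC80 TSH at 4nM final. After 2 hours at 37 deg C, antibody in lysis buffer and cAMP-d2 are added; 30 minutes at ambient temperature precede the HTRF read.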
The depositor's hits bear a star; ? = inconclusive; nt = not tested or not shown; & = joins results of further samples; [ ] = dose if it differs, or a comment. Unless noted, calls come from the whole dose curve; as a rule, active = well fitted curve in the direction sought with a large enough effect; inconclusive = small, poorly fitted or top-dose-only effect, or another doubt; inactive = no such curve, though single readings can be large; an effect the other way counts as inactive or inconclusive. Only part of the results is shown. The share of hits here may be higher or lower than overall.

SMILES	hERG WT inh	BCR signal inh	Mito fusion yeast	ASM inhibitor	Menin-MLL TR inh	PKM2 activator	USP2a inh	MBNL1-CUG inh	GALK inh	Eya2 phos inh	TSHR antag
Cc1ccc(NC(=O)C2CCCN(S(=O)(=O)c3cnc[nH]3)C2)cc1C (stereo not drawn)	-15	17%	-2%	-5%	28%	-5%	3%	-8%	2%	-7%	4
c1ccc2c(c1)CCN(C1=Nc3cccc4cccc1c34)C2	11	9%	-3%	-4%	?	0%	0%	?	1%	-4%	0
CN(CC(=O)Nc1ccccc1Br)C(=O)CNC(=O)c1ccco1	-5	-5%	4%	1%	nt	nt	0%	nt	nt	4%	8
CC(=O)c1cccc(CN2CCN(CC(C)C)C(CCO)C2)c1 (stereo not drawn)	-7	1%	2%	1%	1%	-13%	0%	11%	1%	-1%	0
COc1ccc(C(=O)NC(C)(C)C)cc1S(=O)(=O)N1CCCC1	2	?	-2%	0%	1%	0%	1%	4%	0%	-6%	2
N#Cc1ccc(OCC(=O)NCC2COc3ccccc3O2)cc1 (stereo not drawn)	-7	-1%	4%	1%	nt	nt	-1%	nt	nt	9%	-16
O=C(CN(Cc1ccco1)C(=O)c1ccc([N+](=O)[O-])cc1)Nc1ccccc1C(F)(F)F	-4	-4%	1%	2%	nt	nt	0%	nt	nt	5%	3
O=C(Nc1cccc(S(=O)(=O)N2CCOCC2)c1)c1cn(-c2ccccc2)nc1-c1ccccc1	-6	?	6%	-3%	-10%	0%	-3%	nt	0%	-7%	5
O=C(COC(=O)c1ccc2c(c1)OCCO2)Nc1ccc(F)cc1	-3	-6%	10%	0%	nt	nt	0%	nt	nt	7%	-5
Cc1ccc(C(=O)NC2CC3CCC(C2)N3Cc2ccco2)cc1 (stereo not drawn)	9	?	1%	1%	2%	4%	1%	?	0%	-1%	1
COc1ccc(CN2CC(C(=O)NCCCN3CCOCC3)CC2=O)cc1 (stereo not drawn)	-8	-1%	0%	0%	-20%	0%	0%	-5%	-2%	9%	-3
COc1ccc(S(=O)Cc2ccc(C(=O)N3CCN(C(=O)c4ccco4)CC3)o2)cc1 (stereo not drawn)	-3	-6%	-2%	-1%	nt	nt	5%	1%	-5%	-1%	13
CN(Cc1ccccc1)CC(O)COc1ccc(CNCc2nccn2C)cc1 (stereo not drawn)	-2	14%	5%	1%	?	-6%	-6%	-8%	3%	-13%	2
CCC(C)(C)C1CCC2(CC1)NC(=O)N(CC(=O)NCCc1ccc(OC)c(OC)c1)C2=O (stereo not drawn)	2	0%	0%	-1%	nt	nt	-2%	nt	nt	-9%	-5
Cc1nc2ccccc2c(=O)n1NC(=O)c1ccccc1[N+](=O)[O-]	-5	1%	-5%	-1%	2%	1%	-3%	?	-1%	3%	13
CN1CCC(N(C)S(=O)(=O)c2ccc(C(C)(C)C)cc2)CC1	12	5%	-10%	-3%	9%	nt	-1%	5%	4%	4%	6
O=S(=O)(Nc1cccnc1)c1cccc(Cl)c1	1	3%	-2%	-1%	-1%	5%	7%	-1%	0%	4%	-3
O=C(CNC(=O)c1ccco1)N=Nc1c(O)n(CCc2ccccc2)c2ccccc12	-16	?	7%	-9%	nt	6%	1%	?	1%	-24%	7
COc1ccc(N(C(=O)c2ccco2)S(=O)(=O)c2cc(Cl)c(Cl)cc2Cl)cc1	1	22%	?	0%	-1%	-2%	-12%	0%	4%	-11%	-12
Cc1ccc2c(C(=O)CSc3ccccc3)c(C)[nH]c2c1	-3	?	2%	3%	-13%	-7%	2%	7%	-4%	-9%	11
O=C(CSC1=NS(=O)(=O)c2ccccc2N1)Nc1cccc(F)c1	2	?	-2%	nt	nt	nt	2%	nt	nt	-10%	0
CCOC(=O)CNC(=O)C(CO)NC(=O)OCc1ccccc1 (stereo not drawn)	-6	-12%	1%	3%	-1%	2%	0%	-2%	-6%	-10%	1
NC(=O)CC(NC(=O)c1ccc(Br)cc1)c1ccc(NCc2ccc(F)cc2)c([N+](=O)[O-])c1 (stereo not drawn)	4	0%	-3%	-4%	nt	-3%	-1%	3%	4%	-15%	-5
Cc1cc(OCC(=O)NC(Cc2ccc(Cl)cc2)C(=O)O)c2c(C)cc(=O)oc2c1 (stereo not drawn)	-3	0%	-1%	5%	-5%	30%	1%	-5%	nt	-23%	-7
Cc1ccc(C)c(S(=O)(=O)N2CCN(CC(=O)Nc3ccc4c(c3)OCCO4)CC2)c1	-3	-21%	2%	-1%	nt	-3%	-1%	-1%	2%	10%	-4

The listing continues:
SMILES	hERG WT inh	BCR signal inh	Mito fusion yeast	ASM inhibitor	Menin-MLL TR inh	PKM2 activator	USP2a inh	MBNL1-CUG inh	GALK inh	Eya2 phos inh	TSHR antag
Cc1c(CN2CCC(CO)(CC3CCCCO3)CC2)cnn1C (stereo not drawn)	5	9%	-3%	7%	10%	-1%	4%	-7%	-2%	-4%	0
CCOc1ccc(CCNC(=O)c2cc(C)nn2-c2ccccc2)cc1	-4	5%	-2%	-1%	nt	-8%	-1%	-14%	nt	4%	-1
O=C(NCC1CCCN1S(=O)(=O)c1cccs1)c1c(F)cccc1F (stereo not drawn)	-26	-2%	3%	-2%	nt	nt	-7%	nt	nt	6%	2
CCOC(=O)c1sc(Nc2cccc(Cl)c2)nc1C	0	0%	-1%	1%	nt	-5%	1%	nt	-5%	-1%	-8
COc1ccc(CN2CCc3cc(OC)c(OC)cc3C2)cc1O	15	-5%	0%	5%	-9%	-2%	-1%	-16%	4%	-6%	4
CCNc1nc(NC(C)C)nc(N(C#N)Cc2ccccc2)n1	-9	?	2%	-6%	-11%	3%	-5%	-4%	1%	-10%	nt
Cc1c(C(c2ccc(C(=O)O)cc2)c2c(C)n(C)n(-c3ccccc3)c2=O)c(=O)n(-c2ccccc2)n1C	3	?	-4%	12%	?	nt	-1%	0%	-2%	-1%	1
C/C(=N\OC(=O)c1cccc(Cl)c1)c1sc(C)nc1C	-6	?	1%	4%	-5%	-4%	-1%	0%	0%	12%	0
Cc1ccc(NC(=O)CSc2nnc(C3CCCCC3)n2N)cc1F	1	?	-6%	-4%	-13%	-13%	-5%	0%	3%	-5%	7
O=C(Nc1nnc(-c2ccccc2)s1)c1ccccc1F	-1	?	-2%	0%	-1%	-17%	1%	24%	nt	17%	-14
Oc1ccc(/C=N\Nc2nncc(-c3ccccc3)n2)cc1	3	?	9%	-5%	nt	2%	5%	?	0%	-7%	14
CCOc1ccc2nc(NC(=O)Cc3cccs3)sc2c1	-3	?	6%	-10%	nt	-4%	-1%	2%	0%	1%	-15
COC(=O)CN1C(=O)Nc2ccc(Cl)cc2C1c1ccccc1 (stereo not drawn)	-4	?	-7%	4%	?	nt	4%	1%	0%	-18%	-15
CCCN(CCC)CCCNc1ccc2nnc(-c3ccc(F)cc3)n2n1	-1	0%	-1%	-4%	?	-1%	-1%	-11%	1%	7%	12
N#Cc1c(Cl)nc(-c2ccncc2)nc1-c1ccccc1	-9	4%	-10%	-1%	53%[activator]	nt	0%	-7%	nt	4%	9
Clc1cccc(-c2ccc3ncnc(NCc4cccnc4)c3c2)c1	nt	-15%&-4%	-7%	-2%	nt	nt	-2%&1%	nt	nt	4%&-2%	-13&-30
NS(=O)(=O)c1cccc(NC(=O)CSc2nnnn2-c2ccccc2)c1	-3	-10%	-5%	2%	nt	?	-5%	-7%	-1%	9%	-6
Cc1ccc(S(=O)(=O)N2CCN(C(=O)c3ccc(-n4cncn4)c([N+](=O)[O-])c3)CC2)cc1	4	-1%	3%	3%	nt	nt	-1%	nt	nt	-7%	-7
O=C(Nc1nc2ccccc2n1CCN1CCOCC1)c1ccc(COc2ccccc2Br)o1	8	3%	9%	-3%	?	9%	0%	-6%	1%	0%	-7
Cc1cc(OCCCCn2ccnc2)cc(C)c1Cl	16	11%	-2%	-2%	1%	3%	0%	7%	-1%	1%	9

Source: PubChem (National Center for Advancing Translational Sciences (NCATS))
